Screens: PubChem, National Center for Advancing Translational Sciences (NCATS)
Tb PFK block – inhibitors of T. brucei phosphofructokinase; T. brucei PFK, ADP-Glo luminescence; AID 485367; O15648; actives 0.17% (n = 330,000); Potency, µM (highest dose often 57.5 µM), without a hit: at the highest dose activity, negative = inhibition, usual class: inhibitors;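 further: potency means the concentration at half of the fitted maximal effect; 0% = uninhibited 1x PFK enzyme wells and -100% = no-enzyme wells; nearly all actives have a fitted effect of over 60% in size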
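In TEA buffer at pH 8.0 with 5 mM MgCl2, enzyme (1.25 nM) converted F6P (0.5 mM) and ATP (0.1 mM) for 45 min at room temperature. ADP product was read by luciferase luminescence.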
RORg inh – inhibitors of mouse ROR gamma transcriptional activity; AID 2551; Drosophila S2 Gal4-RORgamma UAS-luciferase reporter, 20 h; Potency, µM (series often up to 53.6 µM), without a hit: at the top dose activity change, negative = inhibition, hits mostly inhibitors; P51450; actives 5.4% (n = 310,000); further: potency means the concentration at half of the fitted maximal effect; on the % scale 0 is the no-effect control and ±100 the full control effect; nearly all actives have a fitted effect of over 60% in size
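Schneider cells (Drosophila), stable Gal4 DBD–ROR gamma + UAS-luc; 1 hr cmpd preincubation; Cu2+ induction 700 uM final; 20 hr ambient; luminescence.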
FLuc modulator – inhibits or activates purified firefly luciferase, miR-21 counter-screen; purified FLuc, Km substrates, luminescence inhibition; Potency, µM (highest dose often 57.5 µM), inactives show at the top dose activity change, negative = inhibition, hits mostly inhibitors; actives 6.9% (n = 360,000);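 further: potency means the concentration at half of the fitted maximal effect; plate controls were vehicle for no effect and reference inhibitor for full effect; nearly all actives have a fitted effect of over 55% in size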
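Purified P. pyralis luciferase (10nM final) with 10uM D-luciferin and 10uM ATP (Km levels) in 50mM Tris acetate pH 7.5, 10mM Mg acetate, 0.01% Tween-20, 0.05% BSA; qHTS 6-point titration, ~60 µM downward; luminescence read.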
BRCA1 expr up – increases BRCA1 expression | MCF7-BRCA1-FFLuc reporter, luminescence, 48 h; response scale: scaled: vehicle 0%, 10 µM genistein 100% | Potency, µM (highest dose often 46.1 µM), without a hit: at the top dose activation, most hits filed as activators | actives 1.1% (n = 380,000) | AID 624202; further: potency means the concentration at half of the fitted maximal effect; nearly all actives have a fitted effect of over 80% in size; some results filed as inactive show a strong effect at the top dose
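Activators of BRCA1 expression were detected as increased firefly luciferase luminescence in engineered MCF7 cells after 48 h compound incubation. Signals were scaled to genistein 10 microM as full activation.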
NPC1 prom act – activates the NPC1 promoter. Huh7 NPC1 promoter luciferase reporter, 24 h. actives 2.4% (n = 320,000). Potency, µM (doses to about 9.22 µM), inactives show at the top dose activation, most hits filed as activators;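 further: potency means the concentration at half of the fitted maximal effect; % of control where 0% means no effect; nearly all actives have a fitted effect of over 60% in size; reporter is driven by a mutant NPC1 promoter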
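NPC1 promoter–luciferase Huh7 cells; 24 h compound; luminescence.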
TRPV1 agonist – human TRPV1 agonism. Q8NER1. TRPV1-expressing cells, Fluo-8 calcium influx, agonist mode. activation, % at 8.33 µM. actives 0.19% (n = 320,000). AID 540275; in the data active means activation above about 80%; inconclusive means between about 30% and that limit; further: 0% is about no effect
Target sequence (Q8NER1 whole entry, looked up): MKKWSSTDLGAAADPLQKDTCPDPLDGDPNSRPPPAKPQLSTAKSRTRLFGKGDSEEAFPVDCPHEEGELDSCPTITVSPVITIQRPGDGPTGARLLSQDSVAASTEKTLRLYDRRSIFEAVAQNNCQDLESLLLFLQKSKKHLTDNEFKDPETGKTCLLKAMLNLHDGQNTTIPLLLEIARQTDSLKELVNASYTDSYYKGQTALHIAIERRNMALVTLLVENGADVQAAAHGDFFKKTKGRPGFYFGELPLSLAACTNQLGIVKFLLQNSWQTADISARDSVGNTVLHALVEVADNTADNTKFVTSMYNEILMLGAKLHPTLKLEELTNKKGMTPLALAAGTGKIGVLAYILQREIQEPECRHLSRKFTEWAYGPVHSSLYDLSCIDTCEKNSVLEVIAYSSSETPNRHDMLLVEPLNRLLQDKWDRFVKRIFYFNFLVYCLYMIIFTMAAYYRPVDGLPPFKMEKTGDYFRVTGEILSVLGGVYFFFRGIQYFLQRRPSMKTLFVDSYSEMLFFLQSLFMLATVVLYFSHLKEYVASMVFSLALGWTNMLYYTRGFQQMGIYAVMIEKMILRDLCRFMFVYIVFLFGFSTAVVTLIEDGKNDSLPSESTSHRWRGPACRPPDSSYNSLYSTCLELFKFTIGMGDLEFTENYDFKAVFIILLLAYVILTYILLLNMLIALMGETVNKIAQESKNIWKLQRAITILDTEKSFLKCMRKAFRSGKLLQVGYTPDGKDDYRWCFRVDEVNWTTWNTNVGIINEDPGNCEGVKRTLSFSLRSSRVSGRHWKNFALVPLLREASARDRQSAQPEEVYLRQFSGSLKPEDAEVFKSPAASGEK
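Fluo-8 calcium influx in TRPV1-expressing cells, kinetic read (ex 480/em 520 nm). Compound added and read 3 min for agonist activity, followed by capsaicin at EC20 final and 2 min further read for enhancement.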
Rab9 prom act – Rab9 promoter activation | Potency, µM (titrated, usually from 9.22 µM), without a hit: top-dose activation, negative = inhibition, actives largely listed as activators | Huh7 Rab9 promoter-luciferase reporter, luminescence, 24 h | actives 2.8% (n = 320,000); further: potency means the concentration at half of the fitted maximal effect; % of control where 0% means no effect; nearly all actives have a fitted effect of over 60% in size
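Using Huh7 cells stably transfected with Rab9 promoter–luciferase, compounds were incubated 24 h at 37 °C, 5% CO2; luciferase luminescence was read 10 min after reagent addition.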
ELG1 DNA repair – inhibitors of ELG1-dependent DNA repair in HEK293T cells | HEK293T ELG1-luciferase reporter, luminescence, 16 h; DNA damage induced by 5-fluorouridine | Potency, µM (top dose mostly 46.1 µM), without a hit: at the top dose activity change, negative = inhibition, usual class: inhibitors | actives 2.3% (n = 330,000) | AID 504467; further: potency means the concentration at half of the fitted maximal effect; on the % scale 0 is the no-effect control and ±100 the full control effect; nearly all actives have a fitted effect of over 55% in size
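DMSO vehicle served as the neutral condition. Each well held 2,000 cells given 5-fluorouridine plus compound; after 16 hr at 37 °C/5% CO2, ONE-Glo was added and luciferase measured 30 min later.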
Gal4-VP16 FLuc – Gal4-VP16 reporter inhibition counter-screen; AID 2546; actives 3.5% (n = 310,000); Potency, µM (doses to about 53.6 µM), without a hit: top-dose activity, negative = inhibition, actives largely listed as inhibitors; Drosophila S2 Gal4-VP16 UAS-luciferase, luminescence, 20 h;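 further: Gal4-VP16 expression switched on by copper sulfate through the metallothionein promoter; potency means the concentration at half of the fitted maximal effect; on the % scale 0 is the no-effect control and ±100 the full control effect; nearly all actives have a fitted effect of over 50% in size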
ELG1 genotoxic – induces genotoxicity in HEK293T cells with luciferase-tagged ELG1 | HEK293T ELG1-luciferase reporter, luminescence, 16 h | Potency, µM (series often up to 46 µM), without a hit: at the top dose activity change, positive = activation, actives largely listed as activators | actives 1.3% (n = 330,000) | AID 504466; further: potency means the concentration at half of the fitted maximal effect; % of control where 0% means no effect; nearly all actives have a fitted effect of over 60% in size
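ELG1-luciferase HEK293T cells, 2,000/well; compound pinned in; 16 hr, 37 °C, 5% CO2; ONE-Glo, 30 min RT; luminescence on CCD imager.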
p53 reactivation – re-activators of mutant p53 | AID 504706 | H1299 p53-A138V BP100-luciferase reporter, luminescence, 24 h | actives 0.063% (n = 320,000) | Potency, µM (highest dose often 92.2 µM), inactives show top-dose activity change, positive = activation, actives largely listed as activators; further: potency means the concentration at half of the fitted maximal effect; % of control where 0% means no effect; nearly all actives have a fitted effect of over 45% in size
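H1299 (p53-null), stable ts p53-A138V + BP100-Luc; 1000 cells/well, Opti-MEM/10% FBS; cpd 4 pt, 1:5; 24 h, 37 deg C, 5% CO2; detection reagent 10 min RT; luminescence.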
An asterisk follows results filed as active; u = inconclusive; x = not tested or not shown; & = joins results of further samples; [ ] = dose if it differs, or a comment. Unless noted, the call rests on the fitted dose curve; in most records, active means well fitted curve in the direction sought with a large enough effect; inconclusive means small, poorly fitted or top-dose-only effect, or another doubt; inactive means no such curve, though single readings can be large; an effect the other way counts as inactive or inconclusive. Some of the compounds tested; rates above refer to the full screens.

1	CCCCOc1ccc(C(C)=O)cc1Cc1c(O)[nH]c(=S)[nH]c1=O
2	COC(=O)C1=C(c2cccc(C#N)c2)C[C@@H]2CC[C@H]1N2C(=O)NCc1ccco1
3	CN1C(=O)N(C)C(=O)C2(Cc3ccccc3N3CCOCC32)C1=O (stereo not given)
4	CCCCOC(=O)c1ccccc1C(=O)OCc1ccccc1
5	OC(c1ccccc1)(c1ccccc1)C1CCCN1 (stereo not given)
6	Cc1ccc(-c2nn(Cc3ccccc3)cc2C(=O)O)cc1
7	Cc1cc(C)c(C(=O)CN2CCOCC2)c(C)c1
8	O=P(Nc1ccccc1)(Nc1ccccc1)Oc1ccccc1
entry no.	1	2	3	4	5	6	7	8
Tb PFK block	-1%	-7%	1%	2%	4%	5%	6%	-1%
RORg inh	-1%	x	u	u	5%	3%	-44%	1%
FLuc modulator	1%	-2%	1%	1%	12µM*	4%	3%	-1%
BRCA1 expr up	2%	5%	4%	-12%	-12%	-2%	-23%	-14%
NPC1 prom act	1%	-8%	-3%	-2%	-37%[inhibitor]	-3%	1%	-5%
TRPV1 agonist	0	-4	-5	22	u	2	-3	3
Rab9 prom act	7%	-4%	0%	-5%	3.2µM*	1%	-1%	-2%
ELG1 DNA repair	-22%	u	-4%	13%	u	0%	-1%	u
Gal4-VP16 FLuc	1%	x	-7%	5%	5%	-6%	u	10%
ELG1 genotoxic	1%	3%	-2%	0%	u	0%	1%	-3%
p53 reactivation	x	-6%	-7%	-2%	x	3%	-39%[inhibitor]	-3%

Compound profiles, from the list above. Values in the order: Tb PFK block | RORg inh | FLuc modulator | BRCA1 expr up | NPC1 prom act | TRPV1 agonist | Rab9 prom act | ELG1 DNA repair | Gal4-VP16 FLuc | ELG1 genotoxic | p53 reactivation
`Cc1ccc(-c2nn(Cc3ccccc3)cc2C(=O)O)cc1` as listed: 5% | 3% | 4% | -2% | -3% | 2 | 1% | 0% | -6% | 0% | 3%
`CCCCOc1ccc(C(C)=O)cc1Cc1c(O)[nH]c(=S)[nH]c1=O` as listed: -1% | -1% | 1% | 2% | 1% | 0 | 7% | -22% | 1% | 1% | x
`CCCCOC(=O)c1ccccc1C(=O)OCc1ccccc1` as listed: 2% | u | 1% | -12% | -2% | 22 | -5% | 13% | 5% | 0% | -2%

Next part.
9	CC(=O)c1ccc(NC(=O)CSc2nc(=O)cc(N)n2-c2ccccc2)cc1
10	CC(C)CCP(=O)(O)c1ccccc1
11	CC1CCC[C@H](O)CCCCCc2cc(O)cc(O)c2C(=O)O1 (stereo not given in full)
12	COc1cc(C=C2C(=O)NC(=O)NC2=O)ccc1OCc1ccc([N+](=O)[O-])cc1
13	CN(C(=O)c1cccc(NC(=O)Cc2cccc([N+](=O)[O-])c2)c1)C1CCCCC1
14	Cc1ccc2nc(N3CCN(C)CC3)[nH]c2c1
15	CCN1CCN(Cc2cc(Br)cc(Br)c2O)CC1
16	O=c1[nH]c(=O)n(Cc2ccccc2)c(O)c1C=NCCN1CCOCC1
entry no.	9	10	11	12	13	14	15	16
Tb PFK block	3%	0%	1%&-5%	-6%	0%	1%	-4%	3%
RORg inh	5%	0%	u	4%	x	-34%	-15%	5%
FLuc modulator	u	5%	-2%&-10%	9.5µM*	x	27µM*	-1%	5%
BRCA1 expr up	10µM*	1%	0%	x	-34%	116%	-16%	-6%
NPC1 prom act	29%	-6%	2%&3%	-7%	x	u	12%	9%
TRPV1 agonist	-4	-6	-3&-5	0	x	-1	-3	1
Rab9 prom act	u	-2%	-6%&-3%	0%	x	u	1%	3%
ELG1 DNA repair	u	11%	u	u	u	u	5%	-2%
Gal4-VP16 FLuc	-2%	-4%	u	0%	x	-13%	u	-7%
ELG1 genotoxic	u	0%	-5%	21µM*	-4%	16µM*	-2%	8%
p53 reactivation	11%	-4%	-7%	-3%	-1%	u	-5%	-2%

17	Cc1cccn2c(NCC3CCCO3)c(C(C)C)nc12 (stereo not given)
18	N#CC(C#N)=Cc1cccnc1
19	Cc1cc(=O)oc2cc(OCC(=O)N3CCC(C(=O)O)(c4ccccc4)CC3)ccc12
20	O=c1[nH]c(=S)[nH]c(O)c1N=Nc1ccc2c(c1)OCCO2
21	CCOC(=O)C1=C(NC(=S)NC(=O)c2ccccc2)c2ccccc2CC12CCCC2
22	Cc1ccc(OCC(=O)N2CCCC(N3CCN(c4ccc(F)cc4)CC3)C2)cc1 (stereo not given)
23	CCc1ccc(N2C(=O)NC(=O)/C(=C\c3cccn3CCOc3ccc(C(C)C)cc3)C2=O)cc1
24	O=C(OCc1ccco1)c1ccc(S(=O)(=O)N2CCCCC2)cc1
entry no.	17	18	19	20	21	22	23	24
Tb PFK block	-3%	-11%	-1%	1%	-1%	1%	-5%	24µM*
RORg inh	u	11%	-13%	-27%	3.2µM*	23%	-22%	-36%
FLuc modulator	1%	1%	-5%	0.85µM*	4%	3%	-1%	-1%
BRCA1 expr up	-7%	-2%	-2%	11%	-73%	-10%	5%	10%
NPC1 prom act	5%	-5%	-1%	u	-7%	-2%	-11%	-1%
TRPV1 agonist	0	0	0	-2	23	16	18	7
Rab9 prom act	u	0%	-4%	2.5µM*	0%	-8%	u	1%
ELG1 DNA repair	-2%	11%	-12%	u	u	-3%	u	19%
Gal4-VP16 FLuc	-1%	4%	-10%	u	4.5µM*	5%	0.4µM*	12%
ELG1 genotoxic	10%	14%	-4%	u	-9%	-6%	10µM*	-1%
p53 reactivation	3%	-3%	11%	4%	1%	4%	u	u

25	Cc1ccccc1-n1c(O)c(/C=N/NC(=O)c2ccncc2)c(=O)[nH]c1=O
26	CC(C)(C)[C@]1(O)C[C@@H]2OC(=O)C[C@@]23C(=O)O[C@@H]2OC(=O)[C@H](O)[C@]213
27	Cc1cc(OCCN2CC2)c2ccccc2n1
28	Cc1cc(O)c2c(c1)C(=O)C13C(=C2O)C(=O)[C@H]2[C@@H](O)[C@@H]1[C@H]1[C@H](O)[C@@H]3C(=O)C3=C(O)c4c(O)cc(C)cc4C(=O)C312 (stereo not given in full)
29	Cn1c(N)c(C(=O)COC(=O)Cc2ccccc2)c(=O)n(C)c1=O
30	CCn1cc(C=C2C(=O)N(C)C(=O)N(C)C2=O)c2ccccc21
31	O=[N+]([O-])c1ccc(N2CCNCC2)c2ncccc12
32	COc1cc2c(c(OC)c1OC)-c1ccc(O)c(=O)cc1[C@@H](NC(C)=O)CC2
entry no.	25	26	27	28	29	30	31	32
Tb PFK block	2%	-4%	3%	8%	0%	-5%	-9%	-2%
RORg inh	-27%	-7%&26%&4%	-34%	x	x	1%	-22%	-25%
FLuc modulator	-13%	11%	-2%	-2%	x	-5%	-3%	x
BRCA1 expr up	-11%	5%	x	-66%	-16%	-38%	x	-41%
NPC1 prom act	6%	-1%	-12%	-32%[inhibitor]	x	6%	-2%	x
TRPV1 agonist	15	0	-4	8	x	2	0	x
Rab9 prom act	-6%	1%	-9%	-36%[inhibitor]	x	3%	-6%	x
ELG1 DNA repair	-19%	12%	u	u	0%	-10%	-7%	u
Gal4-VP16 FLuc	-2%	-3%&0%&-7%	-12%	x	x	-11%	-10%	-11%
ELG1 genotoxic	0%	1%	17%	-17%	0%	0%	0%	15%
p53 reactivation	3%	-2%	13%	7%	-4%	7%	-7%	18%

33	Cn1cc(C(=O)OCC(=O)Nc2ccccc2)c2ccccc21
34	O=c1[nH]c(=O)n(Cc2ccc(F)cc2)c(O)c1C=NCCN1CCCCC1
35	CN1CCN(c2nc3ccccc3o2)CC1
36	Cc1cccc(N2C(=O)CC(=O)NC2=O)c1
37	Cc1cccc(NC(=O)N2CC3CC(C2)c2cccc(=O)n2C3)c1 (stereo not given)
38	C=CCn1c(O)c(C(CC)=NCCC2=CCCCC2)c(=O)[nH]c1=O
39	O=c1c2ccccc2nc(Cc2cccc([N+](=O)[O-])c2)n1-c1ccc(O)cc1
40	CCCN(CCC)C1CCc2ccc(O)cc2C1 (stereo not given)
entry no.	33	34	35	36	37	38	39	40
Tb PFK block	1%	1%	-12%	26%	-16%	-2%	0%	-5%
RORg inh	x	14%	9%	-18%	4%	17%	8%	x
FLuc modulator	-3%	1%	-13%	0%	-12%	-1%	1%	7%
BRCA1 expr up	-9%	1%	28%	-17%	0%	2%[1.84 µM]	0%	0%
NPC1 prom act	-2%	2%	-3%	1%	5%	-8%	2%	6%[46.1 µM]
TRPV1 agonist	6	3	1	-2	-5	u	-4	-4
Rab9 prom act	0%	0%	10%	-2%	4%	6%	1%	7%[46.1 µM]
ELG1 DNA repair	-16%	-15%	u	-1%	23%	-2%	-5%	16%
Gal4-VP16 FLuc	x	5%	-19%	0%	2%	-15%	4%	x
ELG1 genotoxic	-1%	0%	10%	1%	0%	3%	2%	1%
p53 reactivation	6%	-1%	11%	-3%	16%	-3%	1%	-1%
